High-throughput results deposited in PubChem BioAssay by several laboratories.
CHRM4 PAM = human M4 muscarinic receptor positive allosteric modulators, primary screen, CHO-K1 cells, Fluo-8 calcium fluorescence; Muscarinic acetylcholine receptor M4 (Homo sapiens), P08173; CHO-K1 hM4/Gqi5, ACh EC20; 0% = ACh EC20, 100% = maximal ACh; activation, % at 3 µM; 0.4% of 360,000 active;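 active means activation above its plate's cutoff, the mean activation of sample wells plus 3 SD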; further: some results filed as inactive read as strong as hits
CHRM5 antagonist = human M5 muscarinic receptor antagonists, primary screen, CHO cells, Fluo-8 calcium fluorescence; CHO-hM5 cells, ACh EC80; inhibition, % at 3 µM; 0.59% of 360,000 active;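 active means inhibition above a per-plate cutoff, the mean of that plate's test compounds plus 3 SD, cut at about 27% in these data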;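 further: 0% = acetylcholine EC80 with DMSO and 100% = DMSO without agonist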
CRFR2-BP antag = antagonists of CRF-BP/CRF-R2 complex, primary screen, cell-based, HEK293, calcium dye fluorescence, uHTS. CRF-induced calcium fluorescence. inhibition, % at 11.8 µM. 0.59% of 350,000 active;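 active means inhibition of the ligand-induced calcium signal above about 50% at the single tested concentration, limit read from the data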
CHRM5 agonist = human M5 muscarinic receptor agonists, primary screen, CHO-K1 cells, Fluo-8 calcium fluorescence; AID 624037, 2012; 0.19% of 360,000 active; activation, % at 3 µM; Muscarinic acetylcholine receptor M5 (Homo sapiens), P08912; CHO-K1 hM5 cells; 0% DMSO wells, 100% maximal acetylcholine response;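 active means activation above the run's mean over test compounds plus 3 SD, cut at about 23% in these data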;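 further: signal is peak over basal fluorescence ratio across the kinetic read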
M4 antag = human M4 muscarinic receptor antagonists, primary screen, CHO cells, Fluo-8 calcium fluorescence; CHO-hM4 cells, ACh EC80; 0.73% of 360,000 active; inhibition, % at 3 µM; Muscarinic acetylcholine receptor M4 (Homo sapiens), P08173;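 active means inhibition above its plate's cutoff, the mean inhibition of sample wells plus 3 SD, cut at about 27% in these data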;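 further: 0% = acetylcholine EC80 with DMSO and 100% = DMSO without agonist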
CHRM5 PAM = human M5 muscarinic receptor positive allosteric modulators, primary screen, CHO-K1 cells, Fluo-8 calcium fluorescence | AID 624038, 2012 | activation, % at 3 µM | 0.3% of 360,000 active | Muscarinic acetylcholine receptor M5 (Homo sapiens), P08912 | CHO-K1 hM5, ACh EC20 PAM; 0% = ACh EC20, 100% = ACh EC100;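 active means activation above the run cutoff, the mean activation of all test compounds plus 3 SD, cut at about 18% in these data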
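System: CHO-K1 cell line with stable human muscarinic M5 receptor expression | Also added: EC20 acetylcholine as agonist stimulus | Compound: One concentration, 3 µM final (nominal) | Timing: Fluo-8 loading 80 min at 37 °C plus 30 min room temperature | Measured by: Fluo-8 calcium dye fluorescence, kinetic read | Read-out basis: % activation, ACh-normalized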
M4 ag = human M4 muscarinic receptor agonists, primary screen, CHO-K1 cells, Fluo-8 calcium fluorescence | Muscarinic acetylcholine receptor M4 (Homo sapiens), P08173 | CHO-K1 hM4/Gqi5; vehicle 0%, full acetylcholine response 100% | activation, % at 3 µM | 0.14% of 360,000 active;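 active means activation above the run mean over all test wells plus 3 SD, cut at about 32% in these data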;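 further: peak over basal fluorescence ratio per well then scaled between controls; 0% = DMSO wells and 100% = acetylcholine at EC100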
IDE inh = human IDE inhibitors in live cells, primary screen, fluorescence polarization, HEK cells, FAbetaB substrate. 0.41% of 320,000 active. FAbetaB cleavage. inhibition, % at 5.59 µM;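 active means percent inhibition above the average of all tested compounds plus 3 SD, set per screening campaign, cut at about 16% in these data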;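 further: IDE supplied by intact live HEK cells; FP after avidin binding of uncleaved biotin substrate so inhibition keeps polarization high; 0% = DMSO wells and 100% = 60 µM reference IDE inhibitor Ii1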
Target sequence (P14735 whole entry, looked up): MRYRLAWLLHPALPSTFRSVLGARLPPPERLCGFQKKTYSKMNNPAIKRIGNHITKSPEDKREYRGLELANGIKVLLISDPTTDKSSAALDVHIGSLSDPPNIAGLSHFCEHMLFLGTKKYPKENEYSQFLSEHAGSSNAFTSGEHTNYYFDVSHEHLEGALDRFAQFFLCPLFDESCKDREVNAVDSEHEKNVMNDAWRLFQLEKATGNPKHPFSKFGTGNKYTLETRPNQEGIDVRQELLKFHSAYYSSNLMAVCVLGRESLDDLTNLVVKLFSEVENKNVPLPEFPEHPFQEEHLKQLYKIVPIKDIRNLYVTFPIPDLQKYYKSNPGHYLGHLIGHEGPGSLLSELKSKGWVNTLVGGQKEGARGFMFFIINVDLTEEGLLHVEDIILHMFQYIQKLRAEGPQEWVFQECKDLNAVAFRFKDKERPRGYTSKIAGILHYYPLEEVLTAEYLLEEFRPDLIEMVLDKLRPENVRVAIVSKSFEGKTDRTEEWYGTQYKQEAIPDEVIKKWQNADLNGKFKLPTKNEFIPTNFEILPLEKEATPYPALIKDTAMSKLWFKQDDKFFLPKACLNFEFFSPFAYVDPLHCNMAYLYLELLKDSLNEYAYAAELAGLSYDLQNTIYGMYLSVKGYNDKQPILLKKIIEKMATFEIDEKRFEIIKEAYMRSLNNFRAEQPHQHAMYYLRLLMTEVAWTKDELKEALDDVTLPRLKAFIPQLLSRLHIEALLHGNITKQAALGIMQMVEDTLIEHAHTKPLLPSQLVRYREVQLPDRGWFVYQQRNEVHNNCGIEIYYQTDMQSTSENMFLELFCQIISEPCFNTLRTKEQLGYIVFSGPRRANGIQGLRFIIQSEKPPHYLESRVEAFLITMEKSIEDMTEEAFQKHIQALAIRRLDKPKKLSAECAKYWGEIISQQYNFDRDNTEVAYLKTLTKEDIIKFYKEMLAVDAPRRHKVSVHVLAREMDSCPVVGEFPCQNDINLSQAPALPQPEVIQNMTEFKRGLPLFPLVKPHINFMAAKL
CRFBP-R2 agonist = agonists of CRF-BP/CRF-R2 complex, primary screen, cell-based, HEK293, calcium dye fluorescence, uHTS; CRF-binding protein / CRF receptor 2 complex (human); 0.46% of 350,000 active; calcium dye fluorescence (FLIPR); percent of saturating CRF peptide response; activation, % at 13.2 µM;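 active means activation of at least 50%, plus an integration ratio under a set limit after plate pattern correction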;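 further: plate controls were neutral control wells without compound for no effect and CRF at EC100 for full effect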
* = called active by the depositor; . = no result given.

SMILES	CHRM4 PAM	CHRM5 antagonist	CRFR2-BP antag	CHRM5 agonist	M4 antag	CHRM5 PAM	M4 ag	IDE inh	CRFBP-R2 agonist
O=C(NCC1CCCO1)c1sc2cc(Cl)ccc2c1Cl (stereo unspecified)	-5	1	1	-2	3	-3	0	6	0.9
CC1(C(=O)Nc2ccc3c(c2)OCCO3)CSCC(=O)N1C1CCN(Cc2ccccc2)CC1 (stereo unspecified)	-1	1	.	-3	-3	5	1	.	.
COc1cccc(CCNC(=O)C2CCCN(c3ncnc4c3nc3n4CCCCC3)C2)c1OC (stereo unspecified)	14	12	12	-4	-11	-7	2	-3	0.6
Cc1[nH]n(-c2ccccc2)c(=O)c1N=Nc1ccc(C#N)cc1	-1	-2	11	-1	-10	-1	1	-1	-1.6
O=[N+]([O-])c1ccc2nc(NS(=O)(=O)c3ccc(F)cc3)sc2c1	8	-4	-12	-3	-27	0	0	-3	-1.9
COc1ccc(-c2nnc(SC(C)C(=O)Nc3c(C)n(C)n(-c4ccccc4)c3=O)o2)cc1 (stereo unspecified)	11	-12	-29	3	6	7	0	2	4.1
N#Cc1nc(-c2ccccc2F)oc1NCCc1ccccn1	9	-2	16	-3	-11	3	1	1	-2.0
Cc1nc(Sc2ccc(Cl)cc2)c(C#N)c(C)c1[N+](=O)[O-]	2	4	10	-9	-7	-3	-1	-2	5.3
O=C(Nc1ccc(Oc2ccc(Cl)cc2)c(Cl)c1)c1cc(I)cc(I)c1O	4	5	45	1	-11	-5	1	0	13
O=C1CNC(=O)N1	0	1	2	-1	1	0	1	7	-1.3
C=CCn1c2ccccc2n2nc(C)c(=O)nc12	7	-4	-28	3	-5	2	1	1	3.1
Cc1ccc(-c2nc3cccnc3s2)cc1NS(=O)(=O)c1ccc2c(c1)CCCC2	-8	12	-23	2	-4	-15	12	2	5.7
Cc1ccc(NC(=O)C2CCN(S(=O)(=O)c3ccc4c(c3)CCCC(=O)N4)CC2)cc1N(C)C	4	4	4	-6	-6	1	2	4	0.8
COCCCN1C(=O)c2ccc(C(=O)NCc3ccco3)cc2C1=O	-3	-5	2	0	13	8	1	-1	-0.8
CCN1CCN(c2cc(C)c3cc(NC(=O)c4ccc5c(c4)OCO5)ccc3n2)CC1	8	0	17	-3	-20	-7	-1	-3	-5.3
COc1ccc(Cl)cc1NC(=O)COC(=O)c1cc(NS(=O)(=O)c2cccs2)ccc1O	-15	13	-29	-1	0	-13	7	9	2.3
Cc1ccc(NC(=O)CNS(=O)(=O)c2cccs2)cc1F	11	4	3	-3	13	-10	2	0	0.0
Cc1c(C(=O)Nc2cccc(S(=O)(=O)N3CCOCC3)c2)oc2ccc(Br)cc12	9	13	-21	-1	-15	1	2	-2	-1.2
Cc1c(NC(=O)COC(=O)c2cccc(F)c2)c(=O)n(-c2ccccc2)n1C	6	-3	1	0	-4	0	1	.	-0.1
COC(=O)Nc1ccc(S(=O)(=O)N2CCC(C(=O)N3CCC(C)CC3)CC2)cc1	-2	2	2	7	5	2	2	8	-0.7
COc1cccc(-c2nc(CS(=O)(=O)CC(=O)NCCCN3CCN(C)CC3)c(C)o2)c1	1	9	6	-2	1	-5	0	-2	-0.1
COc1cccc(C2NC(C)(C(=O)O)C3C(=O)N(C(C)C)C(=O)C23)c1O (stereo unspecified)	-1	3	-7	4	3	-5	1	4	-1.7
Cc1ccc2c(c1)N(C(=O)CCC(=O)NCCCN1CCOCC1)CC(C)O2 (stereo unspecified)	3	7	-15	-2	-1	-4	0	-4	-2.2
CC(Sc1nnc(-c2ccc(OC(F)F)cc2)n1N)C(=O)NCC1CCCO1 (stereo unspecified)	4	-1	6	-3	-16	-7	1	-1	-0.4
CC(C)CNC(=S)NC(=O)c1ccc([N+](=O)[O-])cc1	7	-6	8	-5	-13	-3	0	3	-2.3
COC(=O)c1cccc(C23CC4(C2)[C@H](CN(Cc2ccc(C(F)(F)F)cc2)[C@@H]4c2ccccc2)C3c2ccccc2)c1 (stereo partly specified)	1	20	-3	-3	6	-4	4	5	0.6
CC(=O)c1cc(C)ccc1OC(=O)CCN1C(=O)C2C3c4ccccc4C(c4ccccc43)C2C1=O (stereo unspecified)	-3	0	-4	0	4	-6	1	-3	-2.6
NS(=O)(=O)c1ccc(CCNC(=O)CN2CCCCCC2)cc1	1	-2	-5	-5	-2	-7	1	9	-1.5
S=C1NC2CCCCC2N1 (stereo unspecified)	-1	5	3	-2	6	-2	1	-5	-0.6
CCOC(=O)N1CCN(c2ccc(S(=O)(=O)N3CCOCC3)cn2)CC1	2	-6	0	3	6	7	1	2	-0.7
CC/C(C)=N/Nc1nc2c(c(=O)[nH]c(=O)n2C)n1CCc1ccccc1	9	18	24	-3	-1	-8	3	-1	-4.6
O=C(O)C[C@H]1c2cc(F)ccc2S(=O)(=O)N1Cc1ccccc1	10	0	5	8	-4	6	0	-2	-0.9
CCC(=O)Nc1ccc(N/C(N)=N/c2nc(C)cc(C)n2)cc1	-12	15	-22	2	3	-5	0	-2	-0.2
CCc1ccc(OCC(=O)NC(NC(=S)Nc2ccccc2C)C(Cl)(Cl)Cl)cc1 (stereo unspecified)	-9	11	-4	7	3	-9	2	4	2.7
CCN1CCCC1CNC(=O)Cn1nc(C)n2nc(-c3ccccc3)cc2c1=O (stereo unspecified)	-3	25	-7	-7	11	-8	0	2	10
CC(=O)c1ccc(C(=O)N2CCC(n3nccc3NC(=O)C3CC3)CC2)cc1	-2	14	-3	-3	10	-5	2	4	-1.1
CN(CC(=O)Nc1cc(S(=O)(=O)N2CCCCCC2)ccc1Cl)Cc1ccc2c(c1)OCO2	-10	19	-28	-3	16	-16	1	-3	11
O=C1CC2C(CC(OC(=O)c3ccc(-c4ccccc4)cc3)C2CO)O1 (stereo unspecified)	-2	11	4	0	-11	-6	15	-5	-2.6
Cc1cccc(OCc2nnc(SCC(=O)c3cccs3)n2C)c1C	-7	1	-11	-2	10	5	0	1	-0.6
COc1ccc(N(CC(=O)NC2CCCC2)C(=O)CCC(=O)Nc2nc(C)cs2)cc1OC	3	2	3	1	-5	1	0	0	0.7
Cc1ccc(NCC(=O)N/N=C\c2cccc(O)c2)cc1	-9	7	-8	0	5	-3	2	5	-0.2
CC(=O)c1c(N2CCN(Cc3ccccc3)CC2)nc(=S)n(Cc2ccccc2)c1C	1	-3	5	-5	10	0	1	-2	2.4
COc1ccc(NC2=Nc3cccc4cccc2c34)cc1	-8	-1	-81	0	7	-11	4	-3	0.0
c1ccc(CN2CCN(Cc3nnc(-c4ccccc4)o3)CC2)cc1	-13	8	-6	-18	1	-23	4	1	-0.7
S=C(NCCc1ccccc1)NC1CCC(NC(=S)NCCc2ccccc2)CC1 (stereo unspecified)	5	-1	-5	-3	0	8	1	-1	0.5
O=C(c1cccs1)N1CCOCC1	12	-4	5	-2	-5	5	1	5	1.7
COC(=O)/C(=C/c1cccc([N+](=O)[O-])c1)NC(=O)c1ccc(OC)cc1	-2	-8	2	2	1	2	3	6	-3.6
CCOC(=O)c1ccc(CC(=O)c2oc3cc(O)ccc3c2C)o1	-1	5	6	2	6	-11	3	0	6.7
O=C(CN1CCN(CC(=O)Nc2ccccc2Cl)CC1)NCC1(N2CCCCC2)CCCCC1	-1	6	5	-5	3	-1	1	-5	-0.4
O=C(CCS(=O)(=O)c1ccccc1)OCc1ccc([N+](=O)[O-])cc1	6	14	18	-4	-10	-6	1	-3	-0.2
CCN(CC)c1ccc(N2C(=O)c3ccccc3C2=O)cc1	2	1	10	-8	6	-5	-1	2	-0.2
CCOC(=O)C1(Cc2ccc(OC)cc2)CCN(C(=O)CCn2ccc(C)n2)CC1	6	-5	-16	1	-11	-1	4	5	2.7
Cc1ccc(NC(=O)CSc2nc(N)cc(=O)[nH]2)cc1Cl	-5	14	3	0	5	-5	14	5	-0.9
CCN(CC)S(=O)(=O)c1ccc(C(=O)Oc2ccc3c(c2)OCO3)cc1	-5	3	2	-1	1	-1	0	2	-2.0
O=C(COC(=O)C1COc2ccccc2O1)c1ccccc1 (stereo unspecified)	2	-8	11	-1	-5	-5	-1	.	1.5
CCOC(=O)c1ccc2c(c1)sc(=NC(=O)c1ccco1)n2CCOC	-1	-4	-19	-1	4	0	0	0	1.7
Cc1ccc2c(c1)c1n[nH]c(=S)nc1n2CCc1ccccc1	2	12	-7	-2	0	-2	0	3	-1.1
COc1ccc(-n2cnc3cc(C(=O)N4CCOCC4)ccc32)cc1	-3	-4	16	-4	-3	-1	2	6	5.6
Cc1noc(C)c1S(=O)(=O)Nc1ccc(C#N)cc1	2	11	-7	0	11	-3	0	2	6.2
CC(C)COC(=O)N1CC(O)CC1C(=O)Nc1ccc2c(c1)OCO2 (stereo unspecified)	15	-5	-8	5	-13	6	2	0	-1.7

2 compounds picked at random from the list so far:
SMILES	CHRM4 PAM	CHRM5 antagonist	CRFR2-BP antag	CHRM5 agonist	M4 antag	CHRM5 PAM	M4 ag	IDE inh	CRFBP-R2 agonist
O=C(CN1CCN(CC(=O)Nc2ccccc2Cl)CC1)NCC1(N2CCCCC2)CCCCC1	-1	6	5	-5	3	-1	1	-5	-0.4
O=C(c1cccs1)N1CCOCC1	12	-4	5	-2	-5	5	1	5	1.7

New compounds follow:
SMILES	CHRM4 PAM	CHRM5 antagonist	CRFR2-BP antag	CHRM5 agonist	M4 antag	CHRM5 PAM	M4 ag	IDE inh	CRFBP-R2 agonist
CCc1nc2c(OCCc3cccc(OC)c3)cccn2c1N(C=O)Cc1ccccc1	-6	-4	.	-1	-13	-2	6	.	.
CCC(=O)NC(c1ccc(C)cc1)c1ccc2cccnc2c1O (stereo unspecified)	8	10	-1	-10	-10	4	1	1	0.8
O=C1CC2(CCN(S(=O)(=O)c3ccccc3F)CC2)Oc2ccccc21	-5	-4	17	-3	-1	-2	3	1	-2.3
Cn1cc(S(=O)(=O)Nc2ccc3c(c2)OCCO3)cn1	3	9	17	-3	17	-1	1	1	-0.2
CCn1c(O)c(C2=NCCCC2)c2ccccc21	-2	0	-9	-6	-1	-1	0	-1	0.5
Cc1cc(Br)ccc1SCC(=O)OCC(=O)N1CCN(C(=O)c2ccco2)CC1	-6	5	2	-3	-7	-6	4	0	0.3
COc1ccccc1NC(=O)c1cc2c(CO)cnc(C)c2oc1=Nc1cccc(C(N)=O)c1	5	8	26	0	-9	-7	1	-5	-0.1
CCOC(=O)/C(C#N)=N/Nc1ccccc1OC	5	-3	3	-2	-12	1	0	0	-0.7

Single records, from the list above.
`CCn1c(O)c(C2=NCCCC2)c2ccccc21` is entered as CHRM4 PAM: -2; CHRM5 antagonist: 0; CRFR2-BP antag: -9; CHRM5 agonist: -6; M4 antag: -1; CHRM5 PAM: -1; M4 ag: 0; IDE inh: -1; CRFBP-R2 agonist: 0.5
`CCc1nc2c(OCCc3cccc(OC)c3)cccn2c1N(C=O)Cc1ccccc1` is entered as CHRM4 PAM: -6; CHRM5 antagonist: -4; CRFR2-BP antag: .; CHRM5 agonist: -1; M4 antag: -13; CHRM5 PAM: -2; M4 ag: 6; IDE inh: .; CRFBP-R2 agonist: .
